Wnt act = Wnt/beta-catenin pathway activators, primary screen, cell-based, plate reader, single point. Wnt/beta-catenin reporter cell assay, activator. activation, % at 9.35 µM. hit rate 1.2% among 300,000. AID 743398, 2014; in the data active means activation above about 30%, passing the limit was not always enough;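 further: 0% = neutral control wells and 100% = positive control wells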
DAGLB inh = DAGLB lipase inhibitors, primary screen, biochemical, fluorescence, HTS; Diacylglycerol lipase-beta (Homo sapiens), Q8NCG7; AID 504411, 2011; inhibition, % at 5.17 µM; HEK293T DAGLB membrane lysate, EnzChek fluorogenic substrate; hit rate 0.059% among 340,000; in the data active means inhibition above about 34%;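 further: 0% = enzyme with vehicle and 100% = wells lacking enzyme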
Target sequence (Q8NCG7 whole entry, looked up): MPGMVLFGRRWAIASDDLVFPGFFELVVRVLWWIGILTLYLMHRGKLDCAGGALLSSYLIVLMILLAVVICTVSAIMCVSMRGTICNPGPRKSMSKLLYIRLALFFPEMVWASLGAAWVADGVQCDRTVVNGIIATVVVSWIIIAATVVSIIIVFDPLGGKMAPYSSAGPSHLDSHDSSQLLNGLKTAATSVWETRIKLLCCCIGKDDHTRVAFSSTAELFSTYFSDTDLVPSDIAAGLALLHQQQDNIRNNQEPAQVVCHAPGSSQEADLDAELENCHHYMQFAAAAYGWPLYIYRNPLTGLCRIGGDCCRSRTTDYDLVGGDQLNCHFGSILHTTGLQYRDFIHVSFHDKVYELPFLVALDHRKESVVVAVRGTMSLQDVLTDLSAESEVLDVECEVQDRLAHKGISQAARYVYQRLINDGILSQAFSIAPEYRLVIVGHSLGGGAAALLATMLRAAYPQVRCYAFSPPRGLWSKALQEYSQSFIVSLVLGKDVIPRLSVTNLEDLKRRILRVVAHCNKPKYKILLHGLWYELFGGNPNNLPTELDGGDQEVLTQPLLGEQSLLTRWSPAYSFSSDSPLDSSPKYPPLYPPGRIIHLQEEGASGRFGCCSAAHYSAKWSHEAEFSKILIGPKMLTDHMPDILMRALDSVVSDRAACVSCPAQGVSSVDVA
phage Ecoli inh = growth loss of phage-infected E. coli, primary screen, RecBCD inhibitor project, absorbance, with phage, HTS | inhibition, % at 11.9 µM | hit rate 0.26% among 360,000 | AID 651602, 2012; in the data active means inhibition above about 11%
The depositor's hits bear a star.

SMILES | Wnt act | DAGLB inh | phage Ecoli inh
Cc1ccn(CC(=O)NC2CCCN(Cc3ccccc3F)C2)n1 (stereo unspecified) | -4 | 0 | 0.4
NC(=O)c1ccc(NS(=O)(=O)c2ccc(S(=O)(=O)N3CCCC3)cc2)cc1 | -4 | -3 | 1.8
C[C@@H]1CN([C@H](C)CO)C(=O)CCCn2nncc2CO[C@H]1CN(C)S(=O)(=O)c1ccc(-n2cccn2)cc1 | -1 | -1 | 3.4
COC1CC(=O)C2OC(c3ccccc3)OCC2O1 (stereo unspecified) | -2 | 0 | 2.4
COc1cc2c(cc1CNC[C@H]1O[C@@H](n3cc(C)c(=O)[nH]c3=O)C[C@@H]1O)OCO2 | -1 | 3 | 1.0
C=CCn1c(C)nnc1SCC(=O)N1c2ccccc2NC(=O)C1(C)C | 0 | 2 | 3.2
O=C(c1ccco1)N1CC2(CC(c3ccc(Cl)cc3)=NO2)CN1Cc1ccc(Br)cc1 (stereo unspecified) | -2 | -3 | 7.3
CC(C)(C)OC(=O)NCCc1onc(-c2ccccc2F)c1C(=O)O | -2 | -2 | 3.8
CCN(CC)C(=O)C1=C(C)N(Cc2ccc(C(C)(C)C)cc2)C(=O)C(CC(=O)NCCN2CCOCC2)C1 (stereo unspecified) | -2 | 1 | -0.2
COc1ccc(Cl)cc1C(=O)NC1CC(C)(C)NC(C)(C)C1 | -1 | 1 | 2.8
CN(C(=O)CCN1C(=O)/C(=C/c2ccc(F)cc2)SC1=S)C1CCS(=O)(=O)C1 (stereo unspecified) | -5 | -4 | 2.3
CC1=NCC(C)c2ccccc21 (stereo unspecified) | 4 | -5 | 5.5
COCC#Cc1ccc2c(c1)O[C@@H](CN(C)S(=O)(=O)c1cccc(F)c1)[C@@H](C)CN([C@H](C)CO)S2(=O)=O | -1 | -3 | -0.1
Cc1ccc(S(=O)(=O)n2cccc2/C=C/[N+](=O)[O-])cc1 | -1 | 7 | 3.0
CC1CN(C(=O)COC(=O)c2cc(=O)[nH]c3ccccc23)CC(C)O1 (stereo unspecified) | 1 | 3 | 1.1
COc1ccc2nc3n(c(=O)c2c1)-c1ncccc1C(=O)NC3CC(C)C (stereo unspecified) | -1 | 0 | 2.8
Cc1cc(/C=C(\C#N)C(=O)NCc2ccccc2)c(C)[nH]1 | 0 | 1 | 3.7
COc1ccccc1CNc1cccc(C)n1 | 2 | 2 | 3.6
COC(=O)c1cc(N/C(N)=N/c2nc(C)cc(C)n2)cc(C(=O)OC)c1 | -3 | -2 | 3.0
CC(=O)OC1C=CN(C(C)=O)C(SC(C)(C)C)C1(C)O (stereo unspecified) | -6 | -4 | 2.9
C#Cc1cccc(C(=O)N(Cc2cccnc2)CC2CCCN(C3CCCCC3)C2)c1 (stereo unspecified) | -1 | 1 | 0.7
COc1cccc2c(=O)c3c(oc12)CCCC3 | 0 | -1 | 4.1
Cc1cnc(C=O)c2cccc([N+](=O)[O-])c12 | 4 | 0 | 3.5
C[C@H](CO)N1C[C@H](C)[C@H](CN(C)Cc2ccncc2)Oc2ncc(Br)cc2C1=O | 0 | -3 | 1.9
Cc1ccnc(SC2CC(=O)N(c3ccccc3)C2=O)n1 (stereo unspecified) | 1 | -3 | 2.6
COc1ccccc1N1CCN(C(=S)NC(=O)c2ccc([N+](=O)[O-])cc2)CC1 | -1 | -4 | 2.1
Nc1ccn(C2OC(CCl)C(O)C2O)c(=O)n1 (stereo unspecified) | -6 | -2 | -0.1
CCOc1ccc(S(=O)(=O)N2CCC(C(=O)Nc3ccccc3N3CCCC3)CC2)cc1 | -7 | 0 | 3.5
O=C(NCC1CCCO1)c1cccc(S(=O)(=O)Nc2ccccc2Cl)c1 (stereo unspecified) | -2 | 1 | 1.9
O=C(CSc1nnc(COc2ccc(Cl)cc2)o1)Nc1nccs1 | 2 | 1 | -3.3
COc1cccc(Nc2ncnc3ccc(Br)cc23)c1 | -2 | 1 | 3.3
CCCCCCN1C[C@@H](n2cc(COC(=O)c3ccccc3)nn2)[C@H](O)C[C@@H]1c1ccccc1 | -2 | -5 | -1.2
CC(Sc1nnc(C(C)Oc2ccc(F)cc2)o1)C(=O)NCc1ccc2c(c1)OCO2 (stereo unspecified) | -1 | -6 | -0.6
C[C@H]1Cn2cnc(C(=O)NCc3ccc(CNC(=O)OC(C)(C)C)cc3)c2C(=O)N1 | -2 | 2 | -0.2
COc1cc2c(cc1OC)C(CNC(=O)C=Cc1cc(OC)c(OC)c(OC)c1)C2 (stereo unspecified) | -2 | 2 | 2.7
C[C@@H]1CN(Cc2nnnn2CC(=O)NCCCn2cccn2)C[C@H](C)O1 | -1 | 1 | 1.6
CCN1CCN(c2sc(S(=O)(=O)CC)nc2S(=O)(=O)c2ccc(C)cc2)CC1 | -2 | -1 | 2.5
Nc1c(C(=O)Nc2ccccc2)sc2nc(N3CCOCC3)c3c(c12)CCCC3 | -3 | 1 | 2.2
C[C@@H]1CN([C@H](C)CO)C(=O)CCCn2nncc2CO[C@@H]1CN(C)S(=O)(=O)c1cccc(C#N)c1 | -1 | 1 | 2.7
C[C@@H]1CN([C@@H](C)CO)C(=O)CCCn2nncc2CO[C@H]1CN(C)Cc1ccncc1 | -1 | -1 | 1.4

Filtered by structure, those above with an NH in an aromatic ring.
SMILES | Wnt act | DAGLB inh | phage Ecoli inh
COc1cc2c(cc1CNC[C@H]1O[C@@H](n3cc(C)c(=O)[nH]c3=O)C[C@@H]1O)OCO2 | -1 | 3 | 1.0
CC1CN(C(=O)COC(=O)c2cc(=O)[nH]c3ccccc23)CC(C)O1 (stereo unspecified) | 1 | 3 | 1.1
Cc1cc(/C=C(\C#N)C(=O)NCc2ccccc2)c(C)[nH]1 | 0 | 1 | 3.7

Continued:
SMILES | Wnt act | DAGLB inh | phage Ecoli inh
C[C@H](CO)N1C[C@H](C)[C@@H](CN(C)S(=O)(=O)c2ccccc2)OCc2cnnn2CCCC1=O | -1 | 0 | 1.7
CC(=O)Nc1ccc(S(=O)(=O)NC(C)C(=O)OCC(=O)Nc2ccc(F)cc2Cl)cc1 (stereo unspecified) | -1 | -2 | 1.6
COC(=O)C[C@H]1C[C@H]2c3cc(NS(=O)(=O)c4ccc(OC)cc4)ccc3O[C@H]2[C@H](CO)O1 | 0 | -1 | 1.8
CCOc1ccc(NC(=O)c2cccc(S(=O)(=O)NCc3cccnc3)c2)cc1 | 1 | -2 | 4.2
CC(=O)Nc1ccc(NC(=O)COc2cccc3ccccc23)cc1 | -2 | -1 | 3.3
CC1=C(C(=O)N2CCOCC2)CC(CC(=O)NC2CCCCC2)C(=O)N1Cc1ccc(C(C)(C)C)cc1 (stereo unspecified) | 1 | -1 | 2.0
O=C(NCCN1CCCC(O)C1)c1cc(COc2cccc(C(F)(F)F)c2)on1 (stereo unspecified) | -2 | 2 | 0.6
Cc1ccc(S(=O)(=O)NCc2ccccc2)cc1C(=O)NCC(=O)Nc1c(C)cccc1C | -1 | 2 | 4.0
O=C(c1cccs1)N1C[C@@H](O)[C@H](n2cc(-c3ccc(F)cc3)nn2)C[C@@H]1c1ccc(Cl)cc1 | -2 | -4 | 3.4
C[C@@H]1CN([C@@H](C)CO)S(=O)(=O)c2ccc(Br)cc2O[C@@H]1CN(C)C(=O)c1ccncc1 | -3 | -2 | 1.8
COc1ccc(NC(=O)CN2C(=O)C3CC=CCC3C2=O)cc1Cl (stereo unspecified) | 0 | 0 | 1.9
COc1ccc(NC(=O)N(C)C[C@H]2OCCCC[C@@H](C)Oc3ccc(N(C)C)cc3C(=O)N([C@H](C)CO)C[C@@H]2C)cc1 | 0 | -1 | 2.6
COc1ccc(CN2C(=O)C(CC(=O)NCCc3ccccn3)CC(C(=O)N(C)C)=C2C)cc1 (stereo unspecified) | -1 | 1 | 4.4
CC(=O)c1c(O)cc2c3c1OC(C)(C)C1CCC(C)(CC31)O2 (stereo unspecified) | -14 | -8 | 3.0
C[C@H]1CN([C@@H](C)CO)C(=O)CCCn2cc(nn2)CO[C@@H]1CN(C)S(C)(=O)=O | -1 | 7 | 2.4
COc1ccc([C@H]2N[C@]3(CCCN(Cc4ccccc4)C3=O)[C@H]3C(=O)N(C)C(=O)[C@@H]23)cc1 | 2 | -1 | 3.8
CC1CCC2(CC1)NC(=O)N(CC(=O)NCc1ccco1)C2=O (stereo unspecified) | -3 | -2 | 2.2
C[C@@H]1CN([C@H](C)CO)S(=O)(=O)c2ccc(C#C[C@@H](C)O)cc2O[C@@H]1CN(C)Cc1ccc(-c2ccccc2)cc1 | -3 | 0 | 0.4
C[C@H]1CN([C@@H](C)CO)C(=O)c2cc(Br)cnc2O[C@@H]1CN(C)C(=O)C1CCC1 | -1 | 0 | 0.2
Cc1ccc(S(=O)(=O)Nc2ccc3c(c2)C(=O)N([C@@H](C)CO)C[C@@H](C)[C@@H](CN(C)CC2CC2)OCCCC[C@@H](C)O3)cc1 | 0 | 1 | 1.7

Compound profiles, as listed above. Values in the order: Wnt act | DAGLB inh | phage Ecoli inh
CCN1CCN(c2sc(S(=O)(=O)CC)nc2S(=O)(=O)c2ccc(C)cc2)CC1 in the list: -2 | -1 | 2.5
O=C(c1ccco1)N1CC2(CC(c3ccc(Cl)cc3)=NO2)CN1Cc1ccc(Br)cc1 (stereo unspecified) in the list: -2 | -3 | 7.3

The list continues:
SMILES | Wnt act | DAGLB inh | phage Ecoli inh
COC(=O)C[C@H]1C[C@H]2c3cc(NC(=O)CC4CC4)ccc3O[C@H]2[C@H](CO)O1 | -2 | 2 | 3.8
COCOCCn1cc(CN2CCS(=O)(=O)N(Cc3ccc(-c4ccc(Cl)cc4)cc3)C(CC(C)C)C2=O)nn1 (stereo unspecified) | -5 | -2 | 1.8
O=C(O)Cn1ccnc1[N+](=O)[O-] | 6 | 3 | -1.8
COc1ccc(CCNC(=O)CNC(=O)N2CC(=O)Nc3ccccc32)cc1 | -2 | -1 | 0.9
O=C(CCNS(=O)(=O)c1ccc(Cl)cc1)NCCc1ccccc1 | -1 | -2 | 2.2
CC1(C)CC(=O)C=C(c2ccc(-c3cccc4c3sc3ccccc34)cc2)C1=O | -2 | -7 | -0.4
CCC/C=C/c1ccc(CN2C(C)C(=O)N(Cc3cn(CCOCOC)nn3)CCS2(=O)=O)cc1 (stereo unspecified) | -1 | 0 | 0.4
Cc1ncoc1C(=O)NC1CCCc2c1cnn2-c1cc(F)cc(F)c1 (stereo unspecified) | 0 | -5 | 1.3
O=C1CCC(=O)N1CCC(=O)N(C(=O)NC1CCCCC1)C1CCCCC1 | -3 | -2 | 3.0
CCc1ccc([C@@H]2C[C@H]3[C@@H](CN2S(=O)(=O)c2ccc(C)cc2)C(=O)C[C@@H](c2ccccc2)N3S(=O)(=O)c2ccc(C)cc2)cc1 | -1 | -11 | 3.4

Shown with each value named: part of the list above
SMILES: Cc1ncoc1C(=O)NC1CCCc2c1cnn2-c1cc(F)cc(F)c1 (stereo unspecified)
  Wnt act: 0; DAGLB inh: -5; phage Ecoli inh: 1.3

SMILES: COC(=O)C[C@H]1C[C@H]2c3cc(NC(=O)CC4CC4)ccc3O[C@H]2[C@H](CO)O1
  Wnt act: -2; DAGLB inh: 2; phage Ecoli inh: 3.8

SMILES: O=C(CCNS(=O)(=O)c1ccc(Cl)cc1)NCCc1ccccc1
  Wnt act: -1; DAGLB inh: -2; phage Ecoli inh: 2.2

SMILES: O=C1CCC(=O)N1CCC(=O)N(C(=O)NC1CCCCC1)C1CCCCC1
  Wnt act: -3; DAGLB inh: -2; phage Ecoli inh: 3.0

The results go on.
SMILES | Wnt act | DAGLB inh | phage Ecoli inh
CSc1nsc(SC)c1-c1ccc(Cl)cc1 | 5 | -9 | 2.2
O=C(C[C@H]1C(=O)N(Cc2cccnc2)C[C@@H]1Cc1ccccc1)Nc1ccc(Br)cc1 | 0 | -2 | 4.4
CN(C)c1ccc(C=O)c(Oc2ccccc2)c1 | -6 | -1 | 3.0
Cc1ccc(OCC(=O)Nc2ccc(C(=O)Nc3ccccc3C(=O)O)cc2)cc1C | -1 | 2 | 0.3
Cc1cccc(OCC(=O)Nc2ccc(C(=O)Nc3ccccc3C(=O)O)cc2)c1 | -1 | 9 | 1.2
O=C(NCCc1ccccc1)c1ccccc1C(F)(F)F | 4 | 0 | 2.3
CCOC(=O)c1c(NC(=O)COC(=O)c2ccc(Cl)nc2)sc(C)c1C | -1 | -18 | 1.4
CCCCN1C[C@H](c2ccccc2)[C@@H](CC(=O)NC)C1=O | -2 | 1 | 0.1
O=S1(=O)CCN(C2CCCCCC2)CC1 | -7 | -1 | 3.9
O=C(Nc1ccc2nc(N3CCOCC3)sc2c1)c1cc2ccccc2o1 | -1 | 4 | 1.6
CC(C)CN(C(=O)COC(=O)C12CC3CC(CC(O)(C3)C1)C2)c1c(N)n(Cc2ccccc2)c(=O)[nH]c1=O | -2 | -3 | 2.5
COCCn1c(=S)[nH]c2cc(C(=O)N3CCN(C4CCCCC4)CC3)ccc2c1=O | -3 | 1 | -0.2
CCCCN1C(=O)C(CC(=O)NCc2cccs2)CC(C(=O)N(C)C)=C1C (stereo unspecified) | 3 | -2 | 2.0
O=C(COC(=O)c1ccc(S(=O)(=O)N2CCCC2)cc1)Nc1ccccc1Cl | -1 | -6 | -1.6
Cc1cccc(S(=O)(=O)N(C)C[C@@H]2OCc3cn(nn3)CCCC(=O)N([C@@H](C)CO)C[C@H]2C)c1 | 2 | -1 | 3.0
Cc1ccc(NC(=O)CN2C(=O)NC3(CCCCC3C)C2=O)cc1S(=O)(=O)N1CCOCC1 (stereo unspecified) | -2 | -2 | 1.5
Cc1c(C(=O)N2CCN(Cc3nccn3C)CC2)oc2c(F)cccc12 | -4 | -4 | 1.4
COc1ccccc1C(=O)N1CCN(C(=O)c2oc3c(C)c(C)ccc3c2C)CC1 | -3 | 0 | 2.6

Only part of the results is shown; count on the stated rates, not on these rows.
